Mcl1 Noxa PPI – Mcl-1/Noxa binding inhibitors, primary screen, biochemical, TR-FRET, 1536-well; Induced myeloid leukemia cell differentiation protein Mcl-1 (Homo sapiens), Q07820; TR-FRET Mcl-1/Noxa peptide binding, 2 h; inhibition, % at 21.7 µM; 220,000 compounds, 1.5% hits; AID 1022, 2008;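 active = compounds that cut the protein-peptide binding signal by more than 50% relative to plate controls in a single-dose test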;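 note: His-tagged Mcl-1 with rhodamine Noxa BH3 peptide and terbium anti-His antibody; 0% = Mcl-1 plus Noxa peptide wells and 100% = peptide-only wells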
Target sequence (Q07820 whole entry, looked up): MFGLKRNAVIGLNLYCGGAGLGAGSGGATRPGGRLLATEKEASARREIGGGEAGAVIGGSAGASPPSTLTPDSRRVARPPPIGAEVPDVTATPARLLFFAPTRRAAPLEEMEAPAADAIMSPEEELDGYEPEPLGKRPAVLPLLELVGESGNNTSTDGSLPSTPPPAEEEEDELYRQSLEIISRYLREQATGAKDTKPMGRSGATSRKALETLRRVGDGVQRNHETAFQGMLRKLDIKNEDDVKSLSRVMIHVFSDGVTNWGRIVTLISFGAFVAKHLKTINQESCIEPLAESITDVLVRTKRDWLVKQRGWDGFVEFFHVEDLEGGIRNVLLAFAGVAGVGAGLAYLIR
Bim-Mcl-1 – inhibitors of Bim peptide binding to Mcl-1, primary screen, biochemical, bead-based flow cytometry, multiplex; Induced myeloid leukemia cell differentiation protein Mcl-1 (Homo sapiens), Q07820; Bim peptide-Mcl-1 binding; inhibition, % at 10 µM; 190,000 compounds, 0.1% hits; AID 1009, 2008; in the data active = inhibition above about 40%;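 note: 0% = no compound tracer wells and 100% = peptide blocker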
Avidin bead fluor – green autofluorescence of compounds with avidin beads – biophysical, 488/530 nm, flow cytometry, artefact control, profiling panel; fluorescence (KMESF) at 10 µM; compound fluorescence 488/530 nm; active compounds read high; AID 1775, 2009; 220,000 compounds, 0.38% hits; in the data active = fluorescence above about 47; note: inactives centre near 10
RGS4-Gao reg – modulators of RGS4 binding to Galphao, primary screen, biochemical, multiplexed bead flow cytometry. Guanine nucleotide-binding protein G(o) subunit alpha (Homo sapiens), P09471. actives lie on both sides. binding response (% of control), % at 10 µM. 220,000 compounds, 0.33% hits; in the data active = binding response below about 49% or above about 150%; inactive = in between;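 note: fluorescent Galphao activated with aluminum fluoride binding bead-coupled RGS4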
ABCB1 block – ABCB1 efflux pump inhibitors, primary screen, cell-based, multiplex, flow cytometry, ABCG2 counter-screen | ATP-dependent translocase ABCB1 (Homo sapiens), P08183 | CCRF-Adr cells, JC-1 efflux | 190,000 compounds, 0.067% hits | AID 1326, 2008 | inhibition, % at 6.6 µM; in the data active = inhibition above about 40%;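 note: 0% = vehicle and 100% = reference inhibitor; higher value means more JC-1 retained so stronger ABCB1 efflux block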
Pf gametocyte – late stage P. falciparum gametocyte viability inhibitors, primary screen, ATP luminescence, HTS; P. falciparum stage V gametocytes, 24 h; inhibition, % at 10.9 µM; 150,000 compounds, 0.065% hits; AID 743093, 2013;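 active = inhibition above the mean plus 3 SD of compounds within the control limits, set per campaign, cut at about 38% in these data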;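 note: 0% = DMSO wells and 100% = medium only without gametocytes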
Mcl1 Bid PPI – Mcl-1/Bid binding inhibitors, primary screen, biochemical, TR-FRET, 1536-well | Induced myeloid leukemia cell differentiation protein Mcl-1 (Homo sapiens), Q07820 | TR-FRET Mcl-1/Bid-Dy647 peptide binding | inhibition, % at 21.7 µM | 220,000 compounds, 0.97% hits;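 active = compounds that cut the binding signal by more than half at the single screening dose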;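 note: His-tagged Mcl-1 with europium anti-His antibody binding Bid BH3 peptide; 0% = Mcl-1 plus peptide wells and 100% = peptide-only wells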
RGS7-Gao – RGS7-Galphao binding modulators, primary screen, biochemical, multiplexed bead flow cytometry; Guanine nucleotide-binding protein G(o) subunit alpha (Homo sapiens), P09471; actives lie on both sides; binding response (% of control), % at 10 µM; 220,000 compounds, 0.35% hits; in the data active = binding response below about 49% or above about 150%; inconclusive = no clear call, values can overlap the other calls; inactive = in between;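 note: fluorescent Galphao held in activated GDP-AlF4 state binding bead-coupled RGS7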
GSH bead fluor – compound fluorescence on glutathione beads, profiling panel, artefact control, biophysical, 488/530 nm, flow cytometry; GSH beads flow cytometry, compound fluorescence 488/530 nm; active compounds read high; fluorescence (KMESF) at 10 µM; 190,000 compounds, 0.25% hits; AID 1776, 2009; in the data active = fluorescence above about 89;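 note: glutathione beads carrying GST-tagged Bcl family fusion proteins plus one bare bead set; values are compound well signal with DMSO vehicle wells as background; inactives centre near 16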
RGS8-Gao reg – RGS8-Galphao binding modulators, primary screen, biochemical, multiplexed bead flow cytometry; actives lie on both sides; response (percent of control binding), % at 10 µM; 220,000 compounds, 0.34% hits; AID 1423, 2008; in the data active = response below about 60% or above about 140%; inactive = in between;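 note: Galphao activated as the GDP aluminium fluoride complex binding bead-coupled RGS8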
ABCG2 block – ABCG2 efflux pump inhibitors, primary screen, multiplex with ABCB1, IgMXP3 cells, flow cytometry; JC-1 efflux; inhibition, % at 6.6 µM; 190,000 compounds, 0.1% hits; AID 1325, 2008;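 active = inhibition above 80%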;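 note: 0% = DMSO and 100% = nicardipine control wells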
Target sequence (Q9UNQ0 whole entry, looked up): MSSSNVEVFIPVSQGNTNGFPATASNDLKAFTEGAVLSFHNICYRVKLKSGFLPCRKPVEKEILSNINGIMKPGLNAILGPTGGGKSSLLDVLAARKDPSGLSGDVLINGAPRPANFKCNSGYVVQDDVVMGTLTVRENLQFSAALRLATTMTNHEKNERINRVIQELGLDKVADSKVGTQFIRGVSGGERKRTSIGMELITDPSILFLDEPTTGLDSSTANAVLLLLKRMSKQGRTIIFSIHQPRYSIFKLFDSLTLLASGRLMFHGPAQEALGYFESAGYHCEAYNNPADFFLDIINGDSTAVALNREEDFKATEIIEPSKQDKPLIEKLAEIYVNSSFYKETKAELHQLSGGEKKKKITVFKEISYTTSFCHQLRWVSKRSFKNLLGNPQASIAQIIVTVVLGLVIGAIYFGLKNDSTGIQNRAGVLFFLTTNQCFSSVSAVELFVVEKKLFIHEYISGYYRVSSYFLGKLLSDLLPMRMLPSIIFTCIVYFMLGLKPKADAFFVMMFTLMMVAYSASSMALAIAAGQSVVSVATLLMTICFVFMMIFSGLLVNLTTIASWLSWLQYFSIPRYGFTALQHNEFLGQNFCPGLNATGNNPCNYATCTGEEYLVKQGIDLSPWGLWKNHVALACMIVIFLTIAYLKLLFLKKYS
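test system = two drug-resistant human cell lines, ABCG2 and ABCB1 | amount = 3 million cells/mL final, two lines in 1:1 ratio | reagent = JC-1 transporter substrate | doses = one concentration, 6.6 µM final | incubation = 10 min at 25 °C | signal = flow cytometric JC-1 green MFI at 530 nm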
An asterisk follows results filed as active; ? = inconclusive; nt = not tested or not shown. Outcome played no part in choosing rows. Share with any hit: about 3.3%.

The line under a structure holds: Mcl1 Noxa PPI | Bim-Mcl-1 | Avidin bead fluor | RGS4-Gao reg | ABCB1 block | Pf gametocyte | Mcl1 Bid PPI | RGS7-Gao | GSH bead fluor | RGS8-Gao reg | ABCG2 block
[1] CC1(C)Cc2c(C#N)c(SCc3nc4ccccc4[nH]3)nc(N3CCOCC3)c2CO1
    19 | -4 | 31 | 97 | 1.3 | nt | -10 | 98 | 16 | 98 | 3
[2] O=C(COC(=O)C12CC3CC(CC(C3)C1)C2)NCc1ccco1
    55* | -1 | 56* | 100 | 0.7 | nt | -24 | 107 | 23 | 98 | 3
[3] O=C(O)c1ccc(COc2ccc3ccccc3c2/C=C2/NC(=O)N(c3ccccc3)C2=O)cc1
    9 | 2 | 12 | 99 | -5.6 | 2 | -10 | 96 | 28 | 100 | -8
[4] Nc1nc(Sc2ncccc2[N+](=O)[O-])n[nH]1
    6 | nt | 6 | 98 | nt | 11 | -3 | ? | nt | 99 | nt
[5] NC(=O)CSc1nnc(Cn2cnc3ccccc32)o1
    -5 | 6 | 6 | 99 | 0.4 | nt | -20 | 94 | 16 | 100 | 0
[6] Cc1cc(N2CCCC2=O)cc(C)c1S(N)(=O)=O
    17 | 0 | 9 | 100 | 0.6 | nt | 11 | 101 | 49 | 99 | 2
[7] O=C1c2ccccc2C2(c3ccc(F)cc3)NCCN12 (stereo unspecified)
    -4 | 1 | 9 | 101 | 0.1 | 12 | -4 | 106 | 14 | 100 | 7
[8] O=C(Oc1cccc(N2C(=O)CCC2=O)c1)C1CC(=O)N(c2ccc(Br)cc2)C1 (stereo unspecified)
    15 | -2 | 14 | 100 | 0.5 | nt | -16 | 100 | 37 | 101 | 3
[9] CCn1c(SCC(=O)Nc2nc(C)c(C(=O)OC)s2)nnc1C(C)C
    5 | 0 | 16 | 107 | 0.7 | nt | -15 | 106 | 11 | 102 | 3
[10] CCC(=O)Nc1cc(C(=O)O)ccc1S(=O)(=O)c1ccc(C)cc1
    27 | -8 | 12 | 97 | -3.5 | 0 | -1 | 94 | 23 | 97 | -14
[11] Cc1c([N+](=O)[O-])cc(C(=O)NCc2ccc(F)cc2)cc1[N+](=O)[O-]
    3 | -1 | 9 | 104 | 1.5 | 4 | -27 | 102 | 25 | 102 | 4
[12] O=C(Nc1ccccc1)c1ccccc1NC(=O)C(F)(F)F
    -7 | 0 | 9 | 105 | 0.8 | nt | -4 | 102 | 12 | 104 | 3
[13] CCCNc1ccc(C(=O)OCC)cc1[N+](=O)[O-]
    14 | 0 | 6 | 89 | 0.1 | 21 | -3 | 88 | 12 | 79 | 30
[14] Nc1nnc(-c2ccccc2F)s1
    6 | -1 | 9 | 103 | -0.1 | 13 | 3 | 105 | 19 | 100 | 0
[15] O=C(/C=C/c1ccccc1[N+](=O)[O-])N1CCCCC1
    3 | 1 | 12 | 101 | 0.4 | 10 | -13 | 105 | 65 | 99 | 3
[16] CCN(CC)C(=O)COC(=O)c1cc(-c2ccc(OC)cc2)nc2ccccc12
    -8 | -4 | 35 | 93 | 2.6 | nt | 97* | 98 | 25 | 97 | 26
[17] Cc1ccc(C(=O)CC(SCC(=O)O)c2ccc([N+](=O)[O-])cc2)cc1 (stereo unspecified)
    27 | -4 | 11 | 97 | 0.2 | nt | 19 | 96 | 72 | 100 | 2
[18] CC1=C(C)CS(=O)N(S(=O)(=O)c2ccccc2)C1 (stereo unspecified)
    2 | -1 | 26 | 100 | 0.5 | 3 | -16 | 103 | 23 | 94 | 2
[19] COC(=O)CCC(=O)Nc1ccc(Br)cc1
    2 | 0 | 11 | 97 | -0.1 | 0 | -3 | 97 | 15 | 97 | 2
[20] COCC(=O)Nc1nc2n(n1)C(c1ccc(OC)cc1)CC(c1ccc(OC)cc1)N2 (stereo unspecified)
    0 | -2 | 36 | 99 | 0.1 | nt | 10 | 98 | 17 | 100 | 2
[21] c1cncc(-c2nc(NCCCn3ccnc3)c3ccccc3n2)c1
    0 | 1 | 22 | 96 | -0.1 | -27 | -11 | 97 | 6 | 97 | 3
[22] Fc1ccccc1C1CCN(Cc2nc(COc3ccccc3)no2)C1 (stereo unspecified)
    8 | 0 | 5 | 100 | 0.3 | -10 | -61 | 93 | 17 | 100 | 0
[23] COc1cc2c(cc1O)C(SC)=NC(C)(C)C2
    4 | -3 | 33 | 100 | 1.3 | 3 | -25 | 100 | 27 | 100 | 19
[24] C[C@H](NS(=O)(=O)c1ccc(Cl)cc1)C(=O)OCC(=O)NC(=O)Nc1ccc2c(c1)OCCO2
    2 | -1 | 12 | 107 | 1.0 | nt | -1 | 108 | 26 | 108 | 5
[25] CC1=C(C(=O)OCC(C)C)C(c2cccs2)NC(=S)N1 (stereo unspecified)
    1 | 0 | 11 | 97 | 0.2 | 3 | -45 | 101 | 12 | 99 | 0
[26] Cc1cccc(OCC(=O)Nc2ccccc2F)c1
    13 | 4 | 7 | 102 | 0.1 | 3 | -3 | 103 | 10 | 94 | 2
[27] CCOc1ccccc1CN1CCN(Cc2cn(C)nc2-c2ccccc2)CC1CCO (stereo unspecified)
    13 | -3 | 8 | 99 | 0.5 | -6 | -13 | 99 | 9 | 99 | 5
[28] C=CCSc1nnc(-c2c[nH]c3ccccc23)n1CCOC
    nt | 1 | 8 | 97 | -0.3 | nt | nt | 99 | 34 | 100 | 1
[29] Cc1cccc(NC(=O)c2cnc3n(c2=O)CCS3)c1
    -2 | nt | 8 | 104 | 0.6 | nt | 3 | 102 | 27 | 103 | 11
[30] CC(=O)Oc1ccc(C(=O)[C@H]2[C@H]3C(=O)N(c4ccc5ccccc5c4)C(=O)[C@H]3[C@@H]3C=CC=NN32)cc1
    9 | 2 | 12 | 100 | 0.1 | 5 | -15 | 97 | 13 | 100 | -1
[31] CCOC(=O)Cn1nc(C)c(NC(=O)COc2ccccc2[N+](=O)[O-])c1C
    10 | -1 | 20 | 103 | 0.0 | nt | -2 | 102 | 9 | 105 | 0
[32] COc1ccc(C(=O)N(Cc2nc(-c3ccc(C)cc3)no2)C2CCCCC2)cc1OC
    8 | -1 | 13 | 101 | 1.1 | nt | -3 | 99 | 31 | 101 | 3
[33] Nc1nc(SCC(=O)Nc2ccc(Oc3ccccc3)cc2)n[nH]1
    15 | -7 | 5 | 93 | -0.2 | 18 | 2 | 91 | 10 | 94 | 2
[34] CCN(CC(=O)Nc1ccc(NC(C)=O)cc1)c1ccc(C(F)(F)F)cn1
    19 | -7 | 3 | 103 | 0.4 | nt | -28 | 100 | 5 | 102 | 1
[35] N#Cc1nc(-c2cccs2)oc1NCc1ccc2c(c1)OCO2
    4 | 1 | 6 | 89 | 0.0 | -32 | -28 | 98 | 48 | 92 | 4
[36] CCOC(=O)C1C(=O)NC(N2CCN(Cc3ccccc3)CC2)=NC1c1ccccc1 (stereo unspecified)
    -19 | -1 | 6 | 104 | 0.4 | 4 | -5 | 97 | 46 | 100 | 2
[37] O=C(c1ccc(N2CCCC2=O)cc1)N1CCCCCC1
    5 | -2 | 10 | 101 | 0.9 | nt | -1 | 103 | 31 | 100 | 5
[38] CC(C)CNS(=O)(=O)c1ccc(CCC(=O)N2CCN(c3ccccc3)CC2)cc1
    7 | 2 | 7 | 105 | 0.1 | nt | -55 | 96 | 15 | 103 | 5
[39] O=C(Nc1ccc(Oc2ccc(C(=O)O)c(C(=O)O)c2)cc1)c1cccs1
    8 | 0 | 9 | 97 | -0.3 | 20 | -3 | 105 | 53 | 101 | 0
[40] COc1ccc(/C=N/NC(=O)c2ccccc2NC(=O)c2ccco2)c(OC)c1
    36 | nt | 8 | 94 | nt | 2 | -8 | ? | nt | 94 | nt
[41] Clc1ccc2nc(CN3CCCCC3)cn2c1
    9 | -3 | 34 | 101 | -0.1 | -14 | -2 | 100 | 19 | 103 | 0
[42] CCN(CC)Cc1oc(-c2ccccc2)cc1C(=O)O
    26 | 3 | 12 | 102 | 0.1 | -5 | -41 | 100 | 11 | 102 | 1
[43] COC(=O)c1sccc1NC(=O)COc1cccc(C)c1
    -25 | nt | 11 | 98 | nt | 7 | -14 | ? | nt | 101 | nt
[44] CN(C)S(=O)(=O)c1ccc(C(=O)Nc2nnc(-c3cccs3)o2)cc1
    -6 | -1 | 10 | 106 | -1.0 | -16 | 1 | 96 | 71 | 106 | 10
[45] CN(C)CCOCCOc1ccc(Cl)cc1C(C)(C)C
    27 | 0 | 8 | 90 | 2.5 | 13 | 9 | 91 | 11 | 94 | 11
[46] CCCCC(CC)CNS(=O)(=O)c1ccc2c(c1)CCN2C(=O)CCC(=O)O (stereo unspecified)
    12 | -7 | 10 | 102 | 0.3 | nt | 8 | 104 | 34 | 112 | 1
[47] Cn1c(C(=O)O)ccc1S(=O)(=O)N1CCCCCC1
    16 | nt | 6 | 92 | nt | -9 | 4 | ? | nt | 93 | nt
[48] Cn1c(=O)c(C(=O)NCC2CCCO2)c(O)c2ccccc21 (stereo unspecified)
    -5 | -2 | 10 | 102 | 0.5 | -21 | -15 | 100 | 11 | 100 | 6
[49] COc1ccc(NC(=O)/C=C/c2ccc(OC)c(OC)c2)cn1
    15 | -4 | 6 | 101 | 0.8 | nt | -8 | 102 | 28 | 89 | 4
[50] CCC(Oc1ccccc1)C(=O)Nc1nc2c(s1)C(=O)CC(C)(C)C2 (stereo unspecified)
    9 | -1 | 34 | 102 | 0.4 | -21 | -1 | 98 | 12 | 100 | 1
[51] COc1ccc(C(=O)NC2=NCCS2)cc1S(=O)(=O)N1CCCCC1C (stereo unspecified)
    -4 | 0 | 7 | 101 | 1.2 | -11 | -2 | 100 | 12 | 102 | 10
[52] Cn1c(SCC(N)=O)nnc1C1CCN(C(=O)NCc2ccccc2)CC1
    23 | -1 | 4 | 103 | 0.4 | nt | -3 | 99 | 38 | 100 | 1
[53] CCOC(=O)C1CCN(c2cc(=O)n(C3CCCCC3)c(=O)[nH]2)CC1
    -3 | -2 | 35 | 99 | 0.4 | nt | -11 | 96 | 14 | 100 | 2

Bioassay records from PubChem.
